PPC-1+TRAIL kill: PPC-1 cancer cell killing with TRAIL present; PPC-1 cells + TRAIL, ATPLite viability luminescence; 220,000 tested, 0.41% active; cell killing (% activity), % at 4 µM;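 active means cell killing above 50% in the first pass at 4 µM, then a duplicate retest at 5 µM averaging 50% or more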;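 further: plate controls were cells with TRAIL plus DMSO for no effect and medium-only wells lacking cells for full effect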
CHOP inhibitor: CHOP inhibition in unfolded protein response; 220,000 tested, 3.8% active; CHO-K1 CHOP-promoter luciferase, tunicamycin-induced, 15-18 h; AID 2732; inhibition, % at 10 µM;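 active means compounds that reduced the stress-induced luciferase reporter signal by more than about 70% of percent inhibition, limit read from the data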;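 further: 0% = tunicamycin plus vehicle and 100% = wells without tunicamycin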
TbHK1 inh: T. brucei hexokinase 1 inhibition; recombinant TbHK1, G6PDH-coupled NADH A340; inhibition, % at 10 µM; 220,000 tested, 0.11% active;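 active means inhibition of 50% or more in the single-dose primary screen; inactive means inhibition below 50%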
FXIa inh: inhibitors of human coagulation factor XIa. P03951. purified FXIa, Boc-Glu-Ala-Arg-AMC fluorogenic substrate. inhibition, % at 5 µM. 220,000 tested, 0.14% active;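 active means inhibition of at least 40%; inactive means inhibition below 40%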;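 further: fluorescence of freed AMC excited at 355 nm; 0% = enzyme without compound and 100% = no enzyme blank; many of its hits are not listed in these tables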
L929 necroptosis: blocks zVAD induced death of L929 cells | L929 zVAD necroptosis rescue, ATP luminescence, 24 h; with zVAD 60 µM | viability rescue, % at 10 µM | 220,000 tested, 0.38% active | AID 1377;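 active means activation, scaled between plate controls, above about 75%, limit read from the data; inactive means activation under that limit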;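 further: 0% = zVAD with DMSO and 100% = DMSO alone without zVAD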
EP2 antag: blocks the human prostaglandin E2 receptor EP2 | P43116 | C6 glioma cells expressing human EP2, cAMP TR-FRET; cells stimulated with saturating PGE2 | inhibition, % at 25 µM | 260,000 tested, 0.52% active | AID 1422;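 active means percent inhibition above 40 after rounding to a whole number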;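 further: rat C6 glioma host cells with rolipram phosphodiesterase inhibitor present; the protocol text gives 20 µM as final concentration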
Target sequence (P43116 whole entry, looked up): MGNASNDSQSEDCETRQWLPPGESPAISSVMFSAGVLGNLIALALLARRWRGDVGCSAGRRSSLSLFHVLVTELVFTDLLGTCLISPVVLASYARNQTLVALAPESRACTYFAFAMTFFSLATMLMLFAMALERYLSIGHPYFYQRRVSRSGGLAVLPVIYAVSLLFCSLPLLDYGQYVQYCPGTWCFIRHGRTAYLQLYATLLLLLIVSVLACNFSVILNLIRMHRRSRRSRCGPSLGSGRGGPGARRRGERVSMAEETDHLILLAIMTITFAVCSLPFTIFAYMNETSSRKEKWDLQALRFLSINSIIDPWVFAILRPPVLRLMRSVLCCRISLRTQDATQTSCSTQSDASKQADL
FXIIa inh 1536: factor XIIa (human) inhibition; inhibition, % at 5 µM; AID 800; purified FXIIa, Boc-QGR-AMC fluorogenic substrate, 2 h; 220,000 tested, 0.3% active; in the data active means inhibition above about 40%;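 further: 0% = enzyme with no compound and 100% = blank without enzyme; many of its hits are not listed in these tables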
Target sequence (P00748 20-372 limits assumed): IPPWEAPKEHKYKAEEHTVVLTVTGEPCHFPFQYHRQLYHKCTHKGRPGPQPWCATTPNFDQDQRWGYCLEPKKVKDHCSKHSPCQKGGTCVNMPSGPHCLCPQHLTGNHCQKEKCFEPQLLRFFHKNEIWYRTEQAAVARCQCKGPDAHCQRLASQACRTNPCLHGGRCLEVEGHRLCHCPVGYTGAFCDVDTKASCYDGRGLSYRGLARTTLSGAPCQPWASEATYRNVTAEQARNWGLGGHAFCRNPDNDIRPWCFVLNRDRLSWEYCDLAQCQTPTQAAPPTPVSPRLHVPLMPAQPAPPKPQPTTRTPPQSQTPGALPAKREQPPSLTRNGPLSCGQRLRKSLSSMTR
Target sequence (P00748 373-615 limits assumed): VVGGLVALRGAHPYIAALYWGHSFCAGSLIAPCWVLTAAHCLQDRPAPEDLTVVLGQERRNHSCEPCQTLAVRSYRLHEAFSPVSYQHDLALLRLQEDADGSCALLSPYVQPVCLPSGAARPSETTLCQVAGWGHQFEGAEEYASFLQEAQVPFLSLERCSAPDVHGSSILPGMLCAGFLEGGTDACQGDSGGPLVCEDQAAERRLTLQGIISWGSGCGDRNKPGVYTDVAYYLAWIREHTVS
TNF death inh: blocks TNF-alpha induced death of Jurkat FADD-/- cells; Jurkat FADD-/- TNF necroptosis rescue, ATP luminescence, 24 h; 0 = TNF only, 100 = no-TNF cells; activation (protection from cell death), % at 10 µM; 220,000 tested, 0.068% active;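 active means activation, meaning protection from cell death, of at least 50% relative to plate controls; inactive means activation below 50%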;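 further: necroptosis triggered by 40 ng/mL TNF-alpha added together with compound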
Wee1 stabilizer: human Wee1 degradation inhibition, primary screen; P30291; HeLa Luc-Wee1K328M stability, luciferase luminescence; 100% = proteasome inhibitor MG132 effect; reporter increase, % at 5 µM; 220,000 tested, 1.2% active; AID 1321;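 active means activation above the mean of all tested compounds plus 3 SD, set per screening run, cut at about 8.8% in these data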;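 further: cells exposed to compound for 20 h before luminescence read; 0% = DMSO alone and 100% = MG132 at 30 µM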
Active calls of the source: *; x = no result given; & = joins results of further samples.

SMILES	PPC-1+TRAIL kill	CHOP inhibitor	TbHK1 inh	FXIa inh	L929 necroptosis	EP2 antag	FXIIa inh 1536	TNF death inh	Wee1 stabilizer
O=C1CN(C(=O)CCN2CCOCC2)C(c2ccccc2)c2cc(Br)ccc2N1 (stereo not given)	8	5	-1	-5	1.3	12	9	2.3	-3
CC(C)(C)NC(=S)NC(=O)C12CC3CCC(CC(C3)C1)C2	3	42	0	-5	2.3	6	10	0.7	-4
Oc1[nH]c2ccccc2c1N=NC(=S)NCC1CCCO1 (stereo not given)	10	1	-30	-1	0.1	8	2	0.3	0
COC(=O)CCNC(=O)c1ccc2[nH]c(C)c(C)c2c1	-4	3	5	26	-0.2	11	17	-0.2	-5
CCCNS(=O)(=O)c1ccc(OCC(=O)N(C)Cc2ccccc2)cc1	-6	0	-2	2	0.3	9	8	5.6	2
CS(=O)(=O)N1CCC(C(=O)N2CCN(Cc3ccccc3)CC2)CC1	30	-20	0	-6	1.0	4	3	0.6	-2
CCN(CC)CCCn1c(=S)[nH]c2ccc(Cl)cc2c1=O	0	0	-6	-1	2.3	7	7	0.5	-3
O=C1CCCC(=O)C1=Cc1c[nH]c2ccccc12	0	20	12	3	0.0	16	8	-2.4	1
Cc1ccc(S(=O)(=O)N(C)C)cc1NC(=S)NC12CC3CC(CC(C3)C1)C2	-3	36	-1	-8	-0.1	4	2	1.0	-2
CC1CC(=O)N(c2ccc(NCc3ccccc3Cl)c([N+](=O)[O-])c2)C1=O (stereo not given)	23	14	29	2	-0.1	6	6	-1.1	3
CCOC(=O)c1ccc(NC(=S)NCc2cccnc2)cc1	-4	4	3	-4	14	6&6	7	-0.3	0
COc1cc(/C=N/OCC(=O)Nc2ccc(OC(F)F)cc2)ccc1OCc1ccccc1	6	3	1	1	0.5	6	4	1.4	2
CN1/C(=c2/s/c(=C3/C(=O)N(c4ccccc4)NC3=Nc3ccccc3)n(C)c2=O)C(C)(C)c2ccccc21	6	63	-13	-3	-0.2	7	1	-8.6	-1
COc1ccc(/C=N/OC(=O)Nc2ccc(Cl)cc2)c(OC)c1	3	-38	-4	0	1.6	5	2	1.5	5
COc1cccc(-c2nn3c(-c4ccccn4)nnc3s2)c1	26	7	2	1	0.3	7	5	-5.3	-2

Structures shown so far that have a Cl atom, in the order listed:
SMILES	PPC-1+TRAIL kill	CHOP inhibitor	TbHK1 inh	FXIa inh	L929 necroptosis	EP2 antag	FXIIa inh 1536	TNF death inh	Wee1 stabilizer
CCN(CC)CCCn1c(=S)[nH]c2ccc(Cl)cc2c1=O	0	0	-6	-1	2.3	7	7	0.5	-3
CC1CC(=O)N(c2ccc(NCc3ccccc3Cl)c([N+](=O)[O-])c2)C1=O (stereo not given)	23	14	29	2	-0.1	6	6	-1.1	3
COc1ccc(/C=N/OC(=O)Nc2ccc(Cl)cc2)c(OC)c1	3	-38	-4	0	1.6	5	2	1.5	5

(further entries)
SMILES	PPC-1+TRAIL kill	CHOP inhibitor	TbHK1 inh	FXIa inh	L929 necroptosis	EP2 antag	FXIIa inh 1536	TNF death inh	Wee1 stabilizer
CC(C)C(=O)NN1c2ccccc2CCc2ccccc21	7	11	-12	-2	0.6	10	2	2.2	-1
COc1ccccc1S(=O)(=O)Cc1ccc(C(=O)NCc2cccnc2)o1	22	53	-4	-5	1.2	10	-1	0.1	-1
O=C(CCC1CCCN(C(=O)c2ccc3c(c2)OCO3)C1)N1CCN(c2ccccn2)CC1 (stereo not given)	21	-8	-1	-1	0.0	14	7	-1.4	2
N#CC1(c2ccccc2)CCCN1C(=O)c1ccc(Br)o1 (stereo not given)	6	18	2	-3	0.8	10	12	0.7	-2
CC1(C)CC(=O)C(C(c2cccnc2)C2C(=O)CC(C)(C)CC2=O)C(=O)C1	15	40	11	-4	-0.1	9	20	-1.7	-1
C=CCSc1nnc2c(n1)OC(c1cccnc1)Nc1ccccc1-2 (stereo not given)	-6	19	-5	4	-0.1	21	3	-2.4	1
CCN(CC(=O)Nc1sc2c(c1C#N)CCCC2)CC(=O)NC1CCS(=O)(=O)C1 (stereo not given)	-6	7	0	24	-0.2	4	11	0.7	7
O=C1CC(NC(=O)C(F)(F)F)=NN1c1ccccc1	7	11	4	-3	0.9	13	-3	-1.7	2
Cn1c(CCNC(=O)c2ccccc2F)nnc1SCc1nc2ccccc2c(=O)[nH]1	15	23	15	2	-0.1	3	15	-1.6	-3
COc1ccc(C2c3ccc(O)cc3Oc3ncn(CCN4CCOCC4)c(=N)c32)cc1OC (stereo not given)	7	-9	3	-8	-0.7	7	-1	3.1	0
C=CCOC(=O)c1ccc(-n2cncn2)nc1	10	17	-4	-23	-0.4	16	2	0.0	0
Cc1ccc(C(=O)NNC(=O)CSc2nnc(-c3ccccc3)n2Cc2ccccc2)cc1	10	3	6	3	0.6	6	4	0.3	-1
O=C1NC(=O)C2C3c4ccccc4C(c4ccccc43)C12 (stereo not given)	20	33	-2	5	0.1	6	4	-4.0	0
O=C(c1ccc(Cl)c(Cl)c1)N(Cc1ccco1)c1ccc(O)cc1	3	87*	7	1	-0.6	14	12	-2.8	-1
CCC(=O)Nc1ccc(C(=O)CSc2nnc(-c3ccc(O)cc3)n2CC2CCCO2)cc1 (stereo not given)	-6	-6	-7	7	1.0	11	21	1.9	2
O=c1[nH]c2c(c(=O)n1Cc1ccccc1)CCC2	6	-17	-10	-8	0.6	11	-9	-0.2	1
COc1cc2[nH]c(-c3ccc(C)cc3)cc(=O)c2cc1OC	11	-8	-12	4	2.6	4	7	1.4	0
COc1ccc(OC)c(Cc2nnc(CCC(=O)N3CCCCC3c3nccs3)o2)c1 (stereo not given)	5	-7	2	-2	0.9	11	6	0.3	-2
CCc1ccc(C(=O)c2oc3nc(C)cc(C)c3c2N)cc1	5	44	-5	-1	1.2	9	2	-2.3	-1
Cn1c(=O)[nH]c(Nc2ccccc2)c([N+](=O)[O-])c1=O	7	1	-39	-5	2.0	11	x	0.2	0
CCOC(=O)c1c(C)nc2c(c1-c1ccc(OC)c(OC)c1)C(=O)c1ccccc1-2	-3	85*	2	2	0.2	22	4	-0.1	2
CC(C)SC1=NC(C)(C)C=C(/C=C/c2ccc(Cl)cc2Cl)N1	-17	22	-10	-2	-0.6	10	7	-2.9	-1
COc1cc2nc(SCC(=O)NC3CC3)n(CCC3=CCCCC3)c(=O)c2cc1OC	x	x	-8	x	-0.8	x	x	-0.5	1
c1ccc(Nc2nnc(SCc3cccc4ccccc34)s2)cc1	-8	3	2	-4	0.3	9	4	1.4	2
Cc1cc(C)n(CC(=O)NC2CCCCC2)n1	14	-24	4	4	1.0	8	0	0.3	-1
CCN1CCN(CC(=O)Nc2sc3c(c2C#N)CCC3)CC1	7	40	-3	-3	-0.7	9&4	3	2.0	-1
Cc1ccc2ncnc(NCCCCCC(=O)O)c2c1	-2	5	6	6	-0.2	5	12	0.6	-1
O=C(Cc1ccccc1)NCC(=O)N1CCCCC1	4	2	-7	-2	0.9	21	1	-0.4	5
CCOc1cc(S(=O)(=O)NCc2ccco2)c(OCC)cc1-n1cnnn1	10	5	-4	8	-0.3	6	14	0.0	0
O=c1cc(C(F)(F)F)[nH]c2ccc(C(F)(F)F)cc12	11	-3	-21	-3	1.6	6	6	-0.3	3

Single records (already shown):
Record of O=c1[nH]c2c(c(=O)n1Cc1ccccc1)CCC2 = PPC-1+TRAIL kill = 6; CHOP inhibitor = -17; TbHK1 inh = -10; FXIa inh = -8; L929 necroptosis = 0.6; EP2 antag = 11; FXIIa inh 1536 = -9; TNF death inh = -0.2; Wee1 stabilizer = 1
Record of CC(C)SC1=NC(C)(C)C=C(/C=C/c2ccc(Cl)cc2Cl)N1 = PPC-1+TRAIL kill = -17; CHOP inhibitor = 22; TbHK1 inh = -10; FXIa inh = -2; L929 necroptosis = -0.6; EP2 antag = 10; FXIIa inh 1536 = 7; TNF death inh = -2.9; Wee1 stabilizer = -1

(listing goes on)
SMILES	PPC-1+TRAIL kill	CHOP inhibitor	TbHK1 inh	FXIa inh	L929 necroptosis	EP2 antag	FXIIa inh 1536	TNF death inh	Wee1 stabilizer
COc1cccc(C(=O)NNC(=S)NC2CCCCC2)c1	15	44	3	3	0.0	2	3	1.2	3
COc1ccc2c(c1)c(C(=O)N/N=C/c1ccc(Br)cc1)c(C)n2C	1	-1	-26	1	2.2	11	11	-11	3
CC1(C)[C@@H](O)CC[C@]2(C)[C@H]3C(=O)C=C4[C@@H]5C[C@@](C)(C(=O)O)CC[C@]5(C)CC[C@@]4(C)[C@]3(C)CC[C@@H]12	6	59	12	9	3.8	15	13	0.7	3
CCCCC(=O)OCC(=O)Nc1cccc(S(=O)(=O)NC2=NCCCCC2)c1	17	-22	7	3	0.2	3	8	-0.5	2
CN1CCN(C(=S)Nc2ccc(Cl)cc2)CC1	2	8	2	-2	0.0	2	6	0.6	-1
CCCc1cc(C(=O)OC)c(NC(=O)CCC(=O)O)s1	-11	-13	-3	-6	5.1	10	-1	0.1	3
FCCCOc1ccc(-c2ccnc3ncnn23)cc1	4	-2	-12	-6	-0.9	8	-1	-2.2	-2
CCN(CC(=O)NC1CCS(=O)(=O)C1)c1nc(-c2cccnc2)nc2ccccc12 (stereo not given)	6	-15	-22	-13	0.1	3	18	0.0	2
CC(C)NS(=O)(=O)c1ccc(OCC(=O)Nc2ccc3c(c2)OCO3)cc1	x	-3	2	-2	2.1	5	7	-0.3	7
CCOc1cc(NC(=O)c2ccccc2[N+](=O)[O-])c(OCC)cc1NC(=O)CC(C)C	-7	55	-1	3	0.1	6	20	0.1	-3
CC(=O)Nc1cccc(NC(C)=O)n1	15&2	17&24	0&-2	10&-4	0.0&2.2	7&10	4&10	3.8&0.7	-1&3
CCCc1c(C)nc2ccccc2c1SCCC#N	38	27	0	2	2.1	7	13	2.3	1
COc1ccc(CCN2CC(C(=O)Nc3ccc4c(c3)OCO4)CC2=O)cc1OC (stereo not given)	11	16	0	3	1.9	10	10	0.5	1
COC(=O)CSc1[nH]c(=O)cc(C)c1C#N	-10	45	4	-4	0.2	1	10	-1.6	0
O=C(CSc1ncn[nH]1)Nc1ccccc1Sc1ccccc1	9	37	0	-9	-1.2	6	9	0.7	-2
COc1ccc(-n2c(=O)c(NC(=O)c3ccccc3)c3n(c2=S)CCCCC3)cc1	31	9	-5	0	0.2	3	7	0.7	6
CC(C)c1nc2scc(-c3ccc(Cl)cc3)c2c(=O)n1N	9	54	-3	-1	-0.7	4	7	-1.6	0
O=C(CC12CC3CC(CC(C3)C1)C2)NCO	20	34	6	-2	-0.1	16	4	0.4	2
Cc1ccc(C(=O)Nc2ccc([N+](=O)[O-])cn2)o1	16	-12	-21	0	2.3	6	10	0.4	2
O=C(/C=C/Nc1ccc(F)cc1)c1ccc(Br)cc1	13	-31	0	2	0.4	5	10	-0.3	9.4*

Bioassay records from PubChem.

This is a subset; the hit share may differ from the screen's.
